Screening data (PubChem BioAssay)
TSG101-PTAP inh – blocks PTAP/TSG101 interaction to inhibit HIV-1 budding | Q99816 | Fluorescence polarization, FITC-PTAP peptide / Tsg101 binding | Potency, µM (series often up to 115 µM), for inactives: at the highest dose activity change, negative = inhibition, hits mostly inhibitors | 340,000 tested, under 10 active | AID 493005; active = well fitted inhibition curve with a large enough effect in the main read-out, with a control signal flat, not every such curve was filed as active; inconclusive = small, poorly fitted or top-dose-only effect, or effect the other way, or a change in a side signal; inactive = no such curve, though single readings can be large or run the other way; note: potency is the fitted concentration of half-maximal effect; % of control where 0% means no effect
Target sequence (Q99816 whole entry, looked up): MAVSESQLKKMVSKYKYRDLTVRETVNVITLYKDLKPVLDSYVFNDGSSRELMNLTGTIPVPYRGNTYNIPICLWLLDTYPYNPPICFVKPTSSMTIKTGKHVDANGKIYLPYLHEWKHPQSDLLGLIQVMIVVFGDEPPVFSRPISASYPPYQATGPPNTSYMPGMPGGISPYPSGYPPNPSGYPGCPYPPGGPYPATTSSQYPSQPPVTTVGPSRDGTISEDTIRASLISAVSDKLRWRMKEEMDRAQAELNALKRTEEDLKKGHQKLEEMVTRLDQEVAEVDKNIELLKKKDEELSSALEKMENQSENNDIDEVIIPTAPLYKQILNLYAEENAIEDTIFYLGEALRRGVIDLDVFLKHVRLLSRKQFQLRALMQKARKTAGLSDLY
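Steps: Tsg101 binding domain dispensed (10 uM final), compounds pinned in DMSO, FITC-labeled PTAP-motif peptide added (50 nM final); after 20 min binding at room temperature, polarization measured.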
B2AR arrestin – beta2AR (human) beta-arrestin recruitment activity | 330,000 tested, 0.02% active | P07550 | beta-arrestin recruitment to beta2AR, cell-based reporter | Potency, µM (highest dose often 46.1 µM), for inactives: top-dose activation, most hits filed as activators;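 note: potency is the fitted concentration of half-maximal effect; 0% = DMSO controls and full agonism = EC100 isoproterenol or metaproterenol; nearly all actives have a fitted effect of over 65% in size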
Target sequence (P07550 whole entry, looked up): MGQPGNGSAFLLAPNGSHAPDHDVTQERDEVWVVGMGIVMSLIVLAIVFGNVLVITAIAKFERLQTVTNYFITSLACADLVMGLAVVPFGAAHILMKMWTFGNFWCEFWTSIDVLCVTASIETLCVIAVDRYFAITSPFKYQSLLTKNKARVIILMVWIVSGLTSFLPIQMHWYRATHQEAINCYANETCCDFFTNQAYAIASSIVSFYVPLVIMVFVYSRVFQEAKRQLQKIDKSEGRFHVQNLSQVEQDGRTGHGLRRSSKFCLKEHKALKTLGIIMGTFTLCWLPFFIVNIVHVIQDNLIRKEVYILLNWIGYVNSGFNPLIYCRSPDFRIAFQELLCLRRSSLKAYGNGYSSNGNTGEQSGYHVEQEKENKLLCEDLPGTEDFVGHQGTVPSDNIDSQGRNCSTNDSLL
TCR act – activators of T cell receptors | primary human leukocytes, anti-CD3, IL-2 HTRF, 48 h | 330,000 tested, under 10 active | Potency, µM (highest dose often 9.22 µM), without a hit: at the highest dose activation of IL-2 secretion, hits mostly activators | AID 504894; note: % of control where 0% means no effect
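Primary human leukocytes were stimulated with a-CD3 beads plus compounds for 48 hr without co-stimulation; secreted IL-2 was quantified by HTRF using a-IL-2-K (europium cryptate) and a-IL-2-d2, excited at 320nm with acceptor emission read at 665nm.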
p53 reactivation – restores transcriptional activity of mutant p53 | H1299 p53-A138V BP100-luciferase reporter, luminescence, 24 h | Potency, µM (highest dose often 92.2 µM), for the others: at the top dose activity change, positive = activation, most hits filed as activators | 320,000 tested, 0.063% active | AID 504706; note: potency is the fitted concentration of half-maximal effect; % of control where 0% means no effect; nearly all actives have a fitted effect of over 45% in size
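H1299 (p53-null), stable ts p53-A138V + BP100-Luc; 1000 cells/well, Opti-MEM/10% FBS; cpd 4 pt, 1:5; 24 h, 37 deg C, 5% CO2; detection reagent 10 min RT; luminescence.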
a7 integrin act – activators of alpha7 integrin expression for muscular dystrophy; alpha7betagal myoblasts, beta-gal FDG fluorescence, 48 h; Potency, µM (series often up to 38.3 µM), inactives show at the highest dose activation, hits mostly activators; 350,000 tested, 0.064% active;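 note: potency is the fitted concentration of half-maximal effect; 100% = response of the positive control SU9516; nearly all actives have a fitted effect of over 60% in size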
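alpha7betagal+/- myoblasts (passage 13, 250/well) treated 48 h at 37C with compounds at 1:260 dilution of DMSO stock. Lysed, then beta-galactosidase activity read as FDG fluorescence (ex 480/em 540) after 30 min, with pre-read for autofluorescence.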
BRCA1 expr up – BRCA1 expression activation | Potency, µM (top dose mostly 46.1 µM), inactives show at the highest dose activation, usual class: activators | 380,000 tested, 1.1% active | AID 624202 | MCF7-BRCA1-FFLuc reporter, luminescence, 48 h; response scale: scaled: vehicle 0%, 10 µM genistein 100%; note: potency is the fitted concentration of half-maximal effect; nearly all actives have a fitted effect of over 80% in size; some results filed as inactive show a strong effect at the top dose
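Compounds are tested at multiple concentrations on MCF7 BRCA1-luciferase reporter cells seeded at 2000 per well; after 48 h, a single luminescence end-point is taken and curves fitted to the normalized data.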
ELG1 DNA repair – blocks ELG1-dependent DNA repair in HEK293T cells; HEK293T ELG1-luciferase reporter, luminescence, 16 h; DNA damage induced by 5-fluorouridine; 330,000 tested, 2.3% active; Potency, µM (series often up to 46.1 µM), for inactives: at the highest dose activity change, negative = inhibition, most hits filed as inhibitors; AID 504467; note: potency is the fitted concentration of half-maximal effect; % is set by controls: 0 for no effect and ±100 for the full control effect; nearly all actives have a fitted effect of over 55% in size
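Cells (2,000 per well) received 5-fluorouridine plus test compound or DMSO and were incubated 16 hr at 37 °C, 5% CO2. Luciferase activity was read by luminescence 30 min after ONE-Glo addition; signal suppression marked inhibition of damage-induced ELG1 function.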
TRPV1 ag – agonists of human vanilloid receptor 1 (TRPV1); Q8NER1; TRPV1-expressing cells, Fluo-8 calcium influx, agonist mode; activation, % at 8.33 µM; 320,000 tested, 0.19% active; AID 540275; in the data active = activation above about 80%; inconclusive = between about 30% and that limit; note: 0% is about no effect
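Fluo-8 calcium influx in TRPV1-expressing cells, kinetic read (ex 480/em 520 nm). Compound added and read 3 min for agonist activity, followed by capsaicin at EC20 final and 2 min further read for enhancement.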
CXXC DNA block – blocks binding of human MLL CXXC domain to DNA | Q03164 | MLL-CXXC / FITC-HOXA9 DNA fluorescence polarization | Potency, µM (titrated, usually from 115 µM), for inactives: top-dose activity change, negative = inhibition, most hits filed as inhibitors | 290,000 tested, 0.037% active | AID 2662; active = well fitted inhibition curve with a large enough effect in the polarisation, with a control signal flat, not every such curve was filed as active; inconclusive = small, poorly fitted or top-dose-only effect, or effect the other way, or a change in a side signal; inactive = no such curve, though single readings can be large or run the other way; the % refers to the polarisation; note: potency is the fitted concentration of half-maximal effect
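Purified MLL-CXXC (added from a 7 uM solution) was preincubated 5 min at ambient with pinned compounds in 50 mM Tris-HCl pH 7.5, 50 mM NaCl, 1 mM DTT, 0.05% BSA. Fluorescein-labeled HOX-A9 DNA (50 nM solution) followed, 30 min, then polarization read.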
AT treatment – potential ataxia-telangiectasia treatment; 320,000 tested, 0.19% active; Potency, µM (doses to about 57.5 µM), for the others: at the highest dose activation, actives largely listed as activators; […] A-T fibroblasts, KAP-1 phosphorylation AlphaLISA; neocarzinostatin DNA damage 30 min before lysis; note: potency is the fitted concentration of half-maximal effect; % of control where 0% means no effect; nearly all actives have a fitted effect of over 45% in size
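ATM-like activity read as KAP-1 phosphorylation via AlphaLISA donor/acceptor antibody pairs after lysis and 6 hr at 25C. Cells were ATM-null patient fibroblasts ([…], hTERT), dosed 60 min, then exposed to the DSB inducer NCS for 30 min.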
The depositor's hits bear a star; u = inconclusive; x = not tested or not shown; [ ] = dose if it differs, or a comment. Unless noted, calls come from the whole dose curve; as a rule, active = well fitted curve in the direction sought with a large enough effect; inconclusive = small, poorly fitted or top-dose-only effect, or another doubt; inactive = no such curve, though single readings can be large; an effect the other way counts as inactive or inconclusive.

SMILES	TSG101-PTAP inh	B2AR arrestin	TCR act	p53 reactivation	a7 integrin act	BRCA1 expr up	ELG1 DNA repair	TRPV1 ag	CXXC DNA block	AT treatment
CCN(CC)c1ccc(/C=N\NC(=O)c2cccc3cc[nH]c23)cc1	3%	0.1%	-2%	13%	-19%	-52%	u	8	31%[activator]	-8%
Cc1nn(Cc2cccc(C(=O)Nc3ccn(Cc4ccccc4)n3)c2)c(C)c1[N+](=O)[O-]	-1%	0.3%	2%	-3%	-14%	-62%	u	1	0%	0%
O=C(NCc1cccnc1)c1ccc(=O)oc1	-4%	0.4%	0%	-2%	-15%	0%[1.84 µM]	17%	2	-6%	1%
CN1C(=O)C(CC#N)(C2(CC#N)C(=O)N(C)c3ccccc32)c2ccccc21 (stereo unspecified)	-2%	x	-6%	x	27%	8%	x	x	x	x
O=C(Nc1cccc(-c2nc3ncccc3o2)c1)c1cc2ccccc2o1	-2%	0.5%	-5%	-4%	18%	-32%	u	u	-1%	-8%
COc1ccc(OCc2nnc(SCC(=O)O)n2N)cc1	-3%	0.5%	-4%	-5%	1%	-20%	-15%	2	2%	1%
O=C(O)C1C2C=CC(O2)C1C(=O)NCCC1=CCCCC1 (stereo unspecified)	-4%	-0.4%	-8%[46.1 µM]	3%	22%	3%	8%	0	8%	x
N=c1c(C(=O)NC2CCCC2)cc2c(=O)n3ccccc3nc2n1CCN1CCOCC1	-6%	0.3%	-5%	u	22%	-29%	0%	0	-6%	-4%
COc1ccc(C[C@H]2c3cc(O)c(OC)cc3CC[N+]2(C)[O-])cc1O (stereo partly specified)	1%	0.1%	-5%	-7%	-22%	0%	-6%	-1	3%	-16%
Cc1[nH]c2ccccc2c1/C=C(\C#N)C(=O)NCc1ccccc1	0%	-0.2%	-32%	-4%	15%	-13%	-11%	25	40%[activator]	3%
CCC(=O)NC(=S)Nc1cccc(NC(=O)CC)c1	0%	0.6%	-5%	-2%	38%	-24%	-13%	0	-1%	0%
CCOCCCNC(=O)c1ccc(CS(=O)(=O)Cc2cccc(C)c2)o1	0%	-0.6%	1%	0%	-6%	0%	-10%	0	-5%	-1%
CC(C)c1ccccc1OCC(=O)Nc1nnc(C2CC2)s1	-11%	-0.3%	-7%	6%	4%	-23%	27%	-2	x	7%
CCCNC(=S)N1CCC(c2nc3cc(C)c(C)cc3[nH]2)CC1	-6%	-0.3%	-2%	2%	-24%	-30%	-13%	1	1%	2%
Cn1c(=O)c2c(nc(SCCN3CCCCC3)n2Cc2ccccc2)n(C)c1=O	-6%	0.2%	-5%	-4%	16%	-20%	-2%	4	1%	7%
O=C(NCc1ccc(Cl)cc1)c1ccc(-n2cccn2)nc1	0%	-0.1%	-3%	-1%	20%	-1%	-6%	9	2%	1%
CSc1nc2ccc(S(N)(=O)=O)cc2s1	-5%	-1.2%	3%[46.1 µM]	6%	8%	5%	21%	0	12%	3%
O=C(O)c1csc(-c2cccs2)n1	-2%	0.2%	1%	-4%	u	3%	15%	-1	-1%	1%
C=CC[C@H](CC(=O)N(CCO)Cc1ccccc1)C(=O)N[C@@H](COC(=O)[C@@H](CC=C)CC(=O)OC(C)(C)C)Cc1c[nH]c2ccccc12	-1%	-0.2%	3%	-2%	0%	-57%	18µM*	x	x	-3%
CC(=O)c1cc(NC(=O)c2ccccc2)c(=O)oc1/C=C/N(C)C	u	-0.6%	3%	10%	-25%	-35%	-5%	9	u	-2%
CN(C)S(=O)(=O)c1cccc(NC(=O)COC(=O)/C=C/c2ccc(Br)o2)c1	-1%	-0.3%	-6%	-1%	-38%	11%	6%	0	1%	-12%
Cc1ccc(C2CC(=O)Nc3sc(C(N)=O)c(N)c32)cc1 (stereo unspecified)	-8%	x	9%	x	-5%[7.66 µM]	5%	x	0	-5%	x
Oc1ccccc1-c1nc2ccccc2nc1-c1ccccc1	-4%	-0.4%	-4%	-2%	29%	0%	u	u	-4%	-12%
Cc1ccc(C2=N/C(=C\c3cccs3)C(=O)N2Nc2ccccc2)cc1	-2%	-0.5%	-1%	-18%	-9%	-46%	15µM*	u	0%	x
CC(N=C1NC(C)(C)Cc2ccccc21)C(=O)O (stereo unspecified)	1%	0.0%	-3%	2%	7%	4%	7%	5	0%	2%
Nc1nc2sc3c(c2cc1C(=O)NCC(=O)O)CCCC3	-3%	0.1%	1%	-10%	-3%	-35%	-28%	5	u	23%
CCCCn1c(N)c(N(CCC(C)C)C(=O)CCCc2nc3ccccc3s2)c(=O)[nH]c1=O	-3%	-0.8%	1%	5%	-40%	-22%	-14%	-4	-6%	20%
CN(C)Cc1c(C(=O)N/N=C/c2ccccc2OCc2c(F)cccc2Cl)nnn1-c1nonc1N	-6%	-0.1%	-1%	7%	-50%[inhibitor]	-16%	u	25	-12%	-14%
O=[n+]1c2c(n([O-])c3cc(F)c(F)cc31)CCCC2	3%	-0.1%	4%	6%	-34%	-4%	3%	-1	-7%	8%
COc1ccc(CCNC(=O)C2CCN(C(=O)c3ccc(C(C)(C)C)cc3)CC2)cc1OC	-5%	-0.5%	-3%	x	7%	83%	u	3	-19%	4%

Filtered by structure, the compounds so far with a COOH group (five)
SMILES	TSG101-PTAP inh	B2AR arrestin	TCR act	p53 reactivation	a7 integrin act	BRCA1 expr up	ELG1 DNA repair	TRPV1 ag	CXXC DNA block	AT treatment
COc1ccc(OCc2nnc(SCC(=O)O)n2N)cc1	-3%	0.5%	-4%	-5%	1%	-20%	-15%	2	2%	1%
O=C(O)C1C2C=CC(O2)C1C(=O)NCCC1=CCCCC1 (stereo unspecified)	-4%	-0.4%	-8%[46.1 µM]	3%	22%	3%	8%	0	8%	x
O=C(O)c1csc(-c2cccs2)n1	-2%	0.2%	1%	-4%	u	3%	15%	-1	-1%	1%
CC(N=C1NC(C)(C)Cc2ccccc21)C(=O)O (stereo unspecified)	1%	0.0%	-3%	2%	7%	4%	7%	5	0%	2%
Nc1nc2sc3c(c2cc1C(=O)NCC(=O)O)CCCC3	-3%	0.1%	1%	-10%	-3%	-35%	-28%	5	u	23%

Continuation.
SMILES	TSG101-PTAP inh	B2AR arrestin	TCR act	p53 reactivation	a7 integrin act	BRCA1 expr up	ELG1 DNA repair	TRPV1 ag	CXXC DNA block	AT treatment
O=C(C=C1NCCN1)c1ccccc1	-3%	x	-1%	x	19%	52%	x	x	x	x
CCC1CCc2c(sc(N)c2C(N)=O)C1 (stereo unspecified)	2%	x	6%	x	3%	-15%	x	x	x	x
c1cc(-c2nsc(-c3ccncc3)n2)ccn1	-7%	-0.1%	-3%	10%	-31%	68%	-2%	-1	-10%	-7%
CCOC(=O)N1CCN(C(=S)NC(=O)c2c(-c3c(Cl)cccc3Cl)noc2C)CC1	-2%	0.0%	2%	-4%	0%	-1%	u	1	-29%	-1%
O=c1c2ccccc2nc(SCCN2CCCCC2)n1CCc1ccccc1	-8%	-0.2%	0%	3%	-46%[inhibitor]	-65%	4%	-2	-22%	-2%
CCOc1ccc(NC(=O)CN(C)C(=O)c2c(-c3ccccc3Cl)noc2C)cc1OCC	-2%	-0.4%	-5%	-3%	18%	-5%	-21%	-1	x	5%
Cn1cccc1-c1nc2ccc([N+](=O)[O-])cc2[nH]1	2%	0.3%	-6%	u	-9%	u	u	13	25%	-9%
CC1CCCN(S(=O)(=O)c2ccc(N(C(=O)c3cnccn3)C(C(=O)NC3CCCCC3)c3cccs3)cc2)C1 (stereo unspecified)	-6%	-0.6%	8%	-8%	22%	-34%	-11%	16	10%	0%
O=C(O)Cn1cc(C(=O)c2ccco2)c2ccccc21	-2%	-0.5%	0%	4%	-1%	-17%	5%	1	-8%	-3%

Entries shown so far containing a Cl atom (four):
SMILES	TSG101-PTAP inh	B2AR arrestin	TCR act	p53 reactivation	a7 integrin act	BRCA1 expr up	ELG1 DNA repair	TRPV1 ag	CXXC DNA block	AT treatment
O=C(NCc1ccc(Cl)cc1)c1ccc(-n2cccn2)nc1	0%	-0.1%	-3%	-1%	20%	-1%	-6%	9	2%	1%
CN(C)Cc1c(C(=O)N/N=C/c2ccccc2OCc2c(F)cccc2Cl)nnn1-c1nonc1N	-6%	-0.1%	-1%	7%	-50%[inhibitor]	-16%	u	25	-12%	-14%
CCOC(=O)N1CCN(C(=S)NC(=O)c2c(-c3c(Cl)cccc3Cl)noc2C)CC1	-2%	0.0%	2%	-4%	0%	-1%	u	1	-29%	-1%
CCOc1ccc(NC(=O)CN(C)C(=O)c2c(-c3ccccc3Cl)noc2C)cc1OCC	-2%	-0.4%	-5%	-3%	18%	-5%	-21%	-1	x	5%

Not a hit list; about 3.8% have a hit in one of these screens.
